Screens: PubChem BioAssay, several laboratories
Alkaline phosphatase = inhibition of tissue-nonspecific alkaline phosphatase – biochemical, luminescent (AID 518). purified TNAP enzyme, luminescent substrate readout; higher % means a stronger effect. one-dose inhibition, % at 20 µM; IC50 in µM for titrated hits. 64,000 compounds, 0.09% hits; in the data active = a potency from the dose series; inactive = the rest, 99 in 100 with inhibition below about 22%;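 also: plate controls were vehicle for no effect and reference inhibitor for full effect; many of its hits are not listed in these tables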
HPDE-C7 cytotoxicity = cytotoxicity in HPDE-C7 cells, cell-based, fluorescence, HTS (AID 430) | HPDE-C7 pancreatic duct cells viability, fluorescence; higher % means a stronger effect | cytotoxicity, % at 10 µM; hits with a dose series show EC50 in µM | 63,000 compounds, 1.8% hits;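 also: cells exposed to compound for 48 hours before viability readout; 0% = vehicle and 100% = reference cytotoxic drug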
DPM-DC inhibit = inhibitors of Streptococcus pneumoniae diphosphomevalonate decarboxylase | calls only at 10 µM | purified DPM-DC, PK/LDH coupled NADH fluorescence | 65,000 compounds, 0.49% hits | AID 556;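 active = the 320 compounds with the highest percent inhibition in the single-dose primary screen, excluding strongly autofluorescent ones, cut at about 32% in these data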;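 also: kinetic rate of NADH fluorescence loss reporting ADP formed by the decarboxylase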
HPDE-C7K KRASV12 = viability loss of HPDE-C7K cells – cell-based, fluorescence, HTS, primary screen (AID 431) | HPDE-C7K KRASV12 cells, Alamar Blue viability, 48 h; higher % means a stronger effect | one-dose cytotoxicity, % at 10 µM; EC50 in µM for titrated hits | 63,000 compounds, 1.7% hits;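 active = compounds whose percent cytotoxicity in the single-dose primary screen, scaled between solvent and toxic-drug controls, exceeds 50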;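 also: 0% = DMSO solvent wells and 100% = doxorubicin-treated wells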
PMK inhibit = inhibitors of Streptococcus pneumoniae phosphomevalonate kinase | purified PMK, PK/LDH-coupled NADH absorbance 340 nm | inhibition, % at 10 µM | 65,000 compounds, 0.49% hits;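 active = top-ranked compounds by inhibition in the single 10 µM screen, taking a fixed number of the strongest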;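 also: 0% = full reaction with DMSO carrier and 100% = background rate without enzyme reaction; no value below 0 was filed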
Bfl-1 displacement = Bfl-1 inhibitors, primary screen, biochemical, fluorescence polarization, FITC-Bid, mouse (AID 432). FITC-Bid BH3 peptide fluorescence polarization displacement; higher % means a stronger effect. displacement, % at 20 µM; hits with a dose series show IC50 in µM. 64,000 compounds, 0.02% hits; in the data active = a potency from the dose series; inactive = the rest, 99 in 100 with displacement below about 15%; also: strong numbers were not always called active
LYP inhibition = LYP phosphatase inhibitors, primary screen, biochemical, DiFMUP fluorescence, recombinant catalytic domain, 10 µM (AID 606); recombinant LYP catalytic domain, DiFMUP fluorescence; higher % means a stronger effect; inhibition, % at 10 µM, or IC50 in µM where a hit was titrated; 52,000 tested, under 10 active;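 active = IC50 under 40 µM in the dose-response test; inactive = IC50 of 40 µM or more, or never dose-tested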
Spn MK inh = S. pneumoniae mevalonate kinase inhibition; purified MK, PK/LDH-coupled NADH absorbance 340 nm; inhibition, % at 10 µM; 65,000 compounds, 0.48% hits; AID 555;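 active = ranked among the strongest by inhibition in the single 10 µM screen, a fixed top-ranked set picked for dose follow-up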; also: no value below 0 was filed
HT1080 viability = cytotoxicity in HT1080 fibrosarcoma cells, cell-based, fluorescence readout (AID 620) | HT1080 viability, fluorescence; higher % means a stronger effect | cytotoxicity, % at 10 µM; hits with a dose series show EC50 in µM | 87,000 compounds, 0.42% hits;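 also: cells exposed to compound overnight then 4 h with Alamar Blue; 0% = vehicle DMSO and 100% = killing control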
PMK inhibit pilot replicates = further read-out of PMK inhibit, marked with its call; inhibition, %; measured here: pilot screen replicates
Spn MK inh pilot replicates = also measured in Spn MK inh; calls as there; inhibition, %; measured here: pilot screen replicates
DPM-DC inhibit pilot screen % = further read-out of DPM-DC inhibit, marked with its call; inhibition, %; measured here: pilot screen trials
An asterisk follows results filed as active; i = inactive; nt = not tested or not shown. Rule as the data show it, unless noted: active = cytotoxicity above about 50%; inactive = the rest.

SMILES	Alkaline phosphatase	HPDE-C7 cytotoxicity	DPM-DC inhibit	HPDE-C7K KRASV12	PMK inhibit	Bfl-1 displacement	LYP inhibition	Spn MK inh	HT1080 viability	others
CCOCCCNC(=O)c1c(C)c(C(=O)OCC)n(C)c1C	2%	-18%	i	-8%	6	-3%	nt	0	0%
O=P(Cc1nnco1)(c1ccccc1)c1ccccc1	10%	8%	i	12%	3	9%	2%	0	-10%
CCOC(=O)C1=C(C)NC2=C(C(=O)C(C(=O)OCC)C(c3ccco3)C2)C1c1ccccn1 (stereo unspecified)	1%	-10%	nt	-2%	8	7%	0%	6	0%
CN1C(=O)CC(N2CCN(c3ccccn3)CC2)C1=O (stereo unspecified)	6%	0%	i	-2%	10	-4%	nt	8	13%
COc1ccc(Cl)cc1NC(=O)Cn1c(=O)n2nc(C)nc2c2ccccc21	11%	7%	i	0%	13	7%	-1%	25	6%
Cc1cc(NC(=O)CSc2c3c(nc4ccccc24)CCC3)no1	9%	-2%	i	8%	3	-5%	-4%	1	-2%
Cc1cccn2c(=O)c3cc(C(=O)NCc4ccco4)c(=N)n(CCc4ccccc4)c3nc12	14%	4%	nt	-9%	23	19%	10%	5	9%
Cc1ccc(S(=O)(=O)N2Cc3ccccc3CC2C(=O)Nc2cc(C)on2)cc1 (stereo unspecified)	7%	-16%	i	-4%	2	7%	nt	6	0%
CCC(C)N1CC(C(=O)NC2CCCCC2)CC1=O (stereo unspecified)	1%	-9%	i	-2%	0	-7%	nt	0	5%
CCOc1ccccc1N1Cc2cc(C)c(C)cc2C1	12%	0%	i	-4%	5	0%	5%	8	-4%	PMK inhibit pilot replicates=0.0;Spn MK inh pilot replicates=3.5;DPM-DC inhibit pilot screen %=0.0

The list goes on (2 carried over from the part before).
SMILES	Alkaline phosphatase	HPDE-C7 cytotoxicity	DPM-DC inhibit	HPDE-C7K KRASV12	PMK inhibit	Bfl-1 displacement	LYP inhibition	Spn MK inh	HT1080 viability	others
CCC(C)N1CC(C(=O)NC2CCCCC2)CC1=O (stereo unspecified)	1%	-9%	i	-2%	0	-7%	nt	0	5%
CCOc1ccccc1N1Cc2cc(C)c(C)cc2C1	12%	0%	i	-4%	5	0%	5%	8	-4%	PMK inhibit pilot replicates=0.0;Spn MK inh pilot replicates=3.5;DPM-DC inhibit pilot screen %=0.0
CCOC(=O)c1sc(=S)n(C)c1N	8%	-14%	i	-1%	16	-5%	nt	6	5%
COc1ccc(C(=O)O)cc1Nc1cc(C)nc2ncnn12	-1%	8%	i	7%	0	-3%	3%	0	-5%
COc1ccccc1N1CCN(Cc2nc(N)nc(Nc3ccc(C)cc3)n2)CC1	4%	-1%	i	9%	8	6%	20%	8	-3%
N#Cc1cc2c(=O)n3ccccc3nc2n(Cc2cccnc2)c1=O	-2%	-20%	nt	-14%	9	2%	10%	7	6%
Cc1cc(C)cc(-n2nnc(C(=O)NCc3ccco3)c2N)c1	16%	10%	i	11%	7	4%	0%	3	-4%	PMK inhibit pilot replicates=0.0;Spn MK inh pilot replicates=0.0;DPM-DC inhibit pilot screen %=0.0
CCCCC1(CC)C(=O)NC(=O)NC1=Nc1ccc(OC)cc1 (stereo unspecified)	18%	-4%	i	5%	15	-5%	8%	0	-5%
COc1ccc(C(CC(=O)O)NC(=O)COc2ccccc2)cc1OC (stereo unspecified)	9%	-12%	i	-5%	7	-6%	4%	0	0%
COc1cc(Cl)c(S(=O)(=O)N2CC(C)OC(C)C2)cc1Cl (stereo unspecified)	8%	7%	i	9%	0	-3%	1%	3	0%
CC1CCC2C(C1)c1sc(=O)[nH]c1SC2(C)C (stereo unspecified)	13%	-24%	i	-20%	8	0%	-22%	5	3%	PMK inhibit pilot replicates=0.0;Spn MK inh pilot replicates=7.0;DPM-DC inhibit pilot screen %=5.5
N#CC1=C(SCC(=O)c2ccccc2)NC2=C(C(=O)CCC2)C1c1ccco1 (stereo unspecified)	8%	54%*	i	41%	2	3%	-12%	8	47%
O=C(c1ccc(Cl)c(Cl)c1)N(Cc1ccco1)c1ccc(O)cc1	0%	24%	i	19%	3	3%	nt	12	2%
Cc1c(C)c2cc3c4c(oc3c(C)c2oc1=O)CCCC4	-14%	-15%	i	-10%	10	-2%	15%	6	-9%
O=C(/C=N/O)NCc1ccncc1	20%	4%	i	3%	15	-5%	6%	1	33%	PMK inhibit pilot replicates=1.5;Spn MK inh pilot replicates=1.0;DPM-DC inhibit pilot screen %=3.5
Cc1ccc2nc(C(F)(F)F)c(C#N)c(N)c2c1	11%	nt	i	7.2µM*	0	-2%	11%	3	10%	PMK inhibit pilot replicates=4.0;Spn MK inh pilot replicates=0.0;DPM-DC inhibit pilot screen %=0.5
O=C(CCCCn1c(=O)[nH]c2ccccc2c1=O)NCc1ccc2c(c1)OCO2	13%	-9%	i	-11%	7	2%	3%	2	-4%
OCc1nc2ccccc2n1C/C=C/c1ccccc1	-4%	-13%	i	-7%	10	8%	-5%	0	-2%
C[N+](C)(C)CCCCCCCCCC[N+](C)(C)C	4%	-8%	i	-2%	11	2%	4%	6	-5%	PMK inhibit pilot replicates=8.5;Spn MK inh pilot replicates=5.0;DPM-DC inhibit pilot screen %=7.0
CC1(C)CC(=O)C(C(C2=C(O)CC(C)(C)CC2=O)c2cccc(O)c2)C(=O)C1 (stereo unspecified)	14%	10%	i	11%	29*	-1%	nt	0	-4%
CC(=O)CCc1c[nH]c2c(C(=O)O)cccc12	15%	-3%	i	5%	0	5%	nt	15	-3%
CCOC(=O)CCC(=O)Nc1ccc(S(=O)(=O)N2CCCC2)cc1	9%	-1%	i	-10%	12	-7%	nt	3	0%	PMK inhibit pilot replicates=0.0;Spn MK inh pilot replicates=2.5;DPM-DC inhibit pilot screen %=0.0

Four structures out of the list, sorted by length of the SMILES, falling.
SMILES	Alkaline phosphatase	HPDE-C7 cytotoxicity	DPM-DC inhibit	HPDE-C7K KRASV12	PMK inhibit	Bfl-1 displacement	LYP inhibition	Spn MK inh	HT1080 viability	others
CCOC(=O)CCC(=O)Nc1ccc(S(=O)(=O)N2CCCC2)cc1	9%	-1%	i	-10%	12	-7%	nt	3	0%	PMK inhibit pilot replicates=0.0;Spn MK inh pilot replicates=2.5;DPM-DC inhibit pilot screen %=0.0
Cc1c(C)c2cc3c4c(oc3c(C)c2oc1=O)CCCC4	-14%	-15%	i	-10%	10	-2%	15%	6	-9%
Cc1ccc2nc(C(F)(F)F)c(C#N)c(N)c2c1	11%	nt	i	7.2µM*	0	-2%	11%	3	10%	PMK inhibit pilot replicates=4.0;Spn MK inh pilot replicates=0.0;DPM-DC inhibit pilot screen %=0.5
C[N+](C)(C)CCCCCCCCCC[N+](C)(C)C	4%	-8%	i	-2%	11	2%	4%	6	-5%	PMK inhibit pilot replicates=8.5;Spn MK inh pilot replicates=5.0;DPM-DC inhibit pilot screen %=7.0

Among those listed so far, these have a halogen:
SMILES	Alkaline phosphatase	HPDE-C7 cytotoxicity	DPM-DC inhibit	HPDE-C7K KRASV12	PMK inhibit	Bfl-1 displacement	LYP inhibition	Spn MK inh	HT1080 viability	others
COc1ccc(Cl)cc1NC(=O)Cn1c(=O)n2nc(C)nc2c2ccccc21	11%	7%	i	0%	13	7%	-1%	25	6%
COc1cc(Cl)c(S(=O)(=O)N2CC(C)OC(C)C2)cc1Cl (stereo unspecified)	8%	7%	i	9%	0	-3%	1%	3	0%
O=C(c1ccc(Cl)c(Cl)c1)N(Cc1ccco1)c1ccc(O)cc1	0%	24%	i	19%	3	3%	nt	12	2%
Cc1ccc2nc(C(F)(F)F)c(C#N)c(N)c2c1	11%	nt	i	7.2µM*	0	-2%	11%	3	10%	PMK inhibit pilot replicates=4.0;Spn MK inh pilot replicates=0.0;DPM-DC inhibit pilot screen %=0.5

New compounds follow
SMILES	Alkaline phosphatase	HPDE-C7 cytotoxicity	DPM-DC inhibit	HPDE-C7K KRASV12	PMK inhibit	Bfl-1 displacement	LYP inhibition	Spn MK inh	HT1080 viability	others
O=C1CCc2cc(S(=O)(=O)N3CCC(C(=O)NC4CCCCCCC4)CC3)ccc2N1	1%	-13%	i	1%	0	-1%	-20%	17	-3%
COc1ccc(S(=O)(=O)N(C)CC(=O)NCc2cccnc2)cc1C	6%	-6%	i	-1%	12	-7%	-1%	7	2%
Cc1cccc(-n2nc3c(c2NC(=O)c2ccco2)CSC3)c1C	15%	3%	i	4%	25*	-4%	-7%	0	-8%
CCn1cc(C(=O)Nc2ccc3c(c2)OCCO3)c2cc(OC)c(OC)cc2c1=O	1%	-2%	i	10%	2	-2%	11%	2	8%
Cc1ccc(Cn2c(NC(=O)c3ccco3)nc3ccccc32)cc1	12%	-17%	i	-52%	0	-7%	nt	7	9%
COc1ccc(C(=O)c2coc3ccc(O)c(CN(C)C)c23)cc1	7%	-4%	i	1%	1	0%	8%	4	3%
Cc1nc2cc(F)ccc2n1C1CCN(S(=O)(=O)c2ccccc2)CC1	11%	-13%	i	-14%	14	1%	-6%	0	-8%
COc1cc(C(=O)OC2CCCCC2=O)cc(OC)c1C (stereo unspecified)	9%	4%	i	3%	8	2%	0%	10	-4%
O=C(CCS(=O)(=O)c1cccc2nonc12)N1CC(=O)N(CCc2ccccc2)C(=O)C1	3%	-30%	i	-22%	0	-3%	13%	14	5%
CC1Cc2ccccc2N1C(=O)C1CCCN(S(=O)(=O)c2cccc3cccnc23)C1 (stereo unspecified)	4%	-14%	i	1%	16	-2%	-1%	8	-3%
COc1ccc(CCn2c(=N)c(C#N)cc3c(=O)n4ccccc4nc32)cc1	18%	19%	i	11%	1	-19%	1%	10	8%	PMK inhibit pilot replicates=5.0;Spn MK inh pilot replicates=0.5;DPM-DC inhibit pilot screen %=4.0
COc1ccc(CCNS(=O)(=O)c2cccc3nsnc23)cc1OC	5%	2%	i	-5%	21	-6%	-9%	0	2%
O=C(NCCN1CCCCCC1)C1CCN(S(=O)(=O)N2CCOCC2)CC1	1%	-1%	i	-4%	22	-9%	nt	0	-4%
O=C(OCc1ccccc1Cl)c1ccc(-n2cnnc2)cc1	2%	1%	i	-8%	1	-7%	7%	3	5%
CCOC(=O)c1ccccc1NC(=O)c1c(O)c2ccccc2n(CC)c1=O	22%	-9%	i	-1%	3	1%	8%	0	1%	PMK inhibit pilot replicates=2.5;Spn MK inh pilot replicates=0.0;DPM-DC inhibit pilot screen %=0.0
O=c1c2[nH]c3ccccc3c2ncn1Cc1ccccn1	2%	nt	i	nt	15	-9%	nt	11	-4%
CC1CN(CCC(=O)Nc2ccc3c(c2)CCC3)CC(C)O1 (stereo unspecified)	7%	-5%	i	4%	2	-6%	4%	7	-2%
CCC(C(=O)NC1CCCC1)N(C(=O)c1snc(C(N)=O)c1N)c1ccc2c(c1)OCCO2 (stereo unspecified)	-8%	-9%	i	-2%	13	-2%	nt	8	-11%
CCn1c(=O)c2cc(C(=O)N3CCCC3)sc2c2ccccc21	4%	-10%	nt	-4%	1	5%	-1%	3	-11%
CC1(C)CC(=O)C(C=NCCCn2ccnc2)=C(O)C1	8%	3%	i	-7%	0	-9%	7%	9	-9%
CCOC(=O)CCc1c(C)nc(SCC(=O)O)c(C#N)c1C	0%	0%	i	-2%	19	2%	nt	15	0%
O=C(NC1CCCc2ccccc21)c1cccnc1 (stereo unspecified)	8%	nt	i	nt	0	-7%	4%	4	-2%
